Source: PubChem (The Scripps Research Institute Molecular Screening Center)
TDP2 absorb – TDP2 (human) inhibition, absorbance primary screen; O95551; recombinant TDP2, T5PNP hydrolysis, p-nitrophenol absorbance 415 nm; inhibition, % at 12.8 µM; hit rate 0.34% among 370,000;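 active means inhibition above the mean of all tested compounds plus 3 SD, set per campaign, cut at about 25% in these data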;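 further: 0% = DMSO with enzyme and 100% = buffer with substrate but no TDP2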
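Assay system: recombinant human TDP2 / Reagent: T5PNP substrate at 5 mM, a TopII-DNA adduct mimic / Measured by: epi absorbance from released p-nitrophenol / Evaluation: % inhibition relative to enzyme-containing and enzyme-free wells / Control set: enzyme-free and DMSO wells / Replicates: each compound tested once, singlicate / Schedule: enzyme reaction with compound for 2 h at 37 °C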
proKLK7 act – proKLK7 (human) activation, primary screen; P49862; purified proKLK7, EDANS-DABCYL substrate fluorescence; 100% is mature enzyme control, 0% vehicle; activation, % at 7 µM; hit rate 0.9% among 370,000; AID 652039;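 active means activation above the mean of all tested compounds plus 3 SD, computed per campaign excluding outliers beyond control limits, cut at about 13% in these data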
MBD2 DNA inh – blocks human MBD2 binding to methylated DNA; TR-FRET, MBD2 binding to methylated oligonucleotide; inhibition, % at 4.4 µM; hit rate 0.31% among 370,000; AID 686964; in the data active means inhibition above about 13%
TCR CD3 inh – inhibitors of human TCR-CD3 interaction. TAMRA-labeled TCR probe fluorescence, biochemical. inhibition, % at 9.4 µM. hit rate 0.37% among 360,000. AID 651800; in the data active means inhibition above about 19%;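 further: recombinant mutant TCR 2C K166C tagged with TAMRA read by polarization; 0% = receptor in buffer alone and 100% = receptor with positive control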
UHRF1 MBD2 ctr – UHRF1 methyl-DNA binding inhibition; AID 687016; Q96T88; UHRF1 binding to methylated oligo, TR-FRET; hit rate 0.75% among 370,000; inhibition, % at 4.4 µM; in the data active means inhibition above about 21%;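 further: UHRF1 SRA domain binding a hemimethylated CpG hairpin DNA probe; 0% = median of test compound wells and 100% = reference inhibitor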
PRMT1 inh – PRMT1 (human) inhibition, primary screen; hit rate 1.3% among 370,000; inhibition, % at 2.79 µM; recombinant PRMT1, activity-based probe fluorescence polarization; AID 652257;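 active means inhibition above about 21% made by adding two undisclosed values, limit read from the data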
Target sequence (Q99873 whole entry, looked up): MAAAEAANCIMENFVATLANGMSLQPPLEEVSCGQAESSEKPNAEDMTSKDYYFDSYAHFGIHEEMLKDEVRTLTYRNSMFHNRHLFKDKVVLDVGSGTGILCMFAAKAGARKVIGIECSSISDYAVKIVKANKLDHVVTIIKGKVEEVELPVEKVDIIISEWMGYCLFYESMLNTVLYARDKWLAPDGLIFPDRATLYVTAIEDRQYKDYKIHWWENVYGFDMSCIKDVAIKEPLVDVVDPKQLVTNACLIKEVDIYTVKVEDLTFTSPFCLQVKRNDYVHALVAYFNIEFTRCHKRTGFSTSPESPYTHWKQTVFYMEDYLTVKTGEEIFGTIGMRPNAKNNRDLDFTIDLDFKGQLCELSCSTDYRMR
SIAE primary – inhibitors of human sialic acid acetylesterase SIAE; hit rate 0.69% among 370,000; inhibition, % at 9.66 µM; SIAE FP-Rh probe binding, fluorescence polarization; Q9HAT2;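 active means inhibition above a cutoff: mean of compounds within the control limits plus 3 SD of those, cut at about 17% in these data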;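 further: 0% = plate median of compound wells and 100% = probe without SIAE protein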
Target sequence (Q9HAT2 whole entry, looked up): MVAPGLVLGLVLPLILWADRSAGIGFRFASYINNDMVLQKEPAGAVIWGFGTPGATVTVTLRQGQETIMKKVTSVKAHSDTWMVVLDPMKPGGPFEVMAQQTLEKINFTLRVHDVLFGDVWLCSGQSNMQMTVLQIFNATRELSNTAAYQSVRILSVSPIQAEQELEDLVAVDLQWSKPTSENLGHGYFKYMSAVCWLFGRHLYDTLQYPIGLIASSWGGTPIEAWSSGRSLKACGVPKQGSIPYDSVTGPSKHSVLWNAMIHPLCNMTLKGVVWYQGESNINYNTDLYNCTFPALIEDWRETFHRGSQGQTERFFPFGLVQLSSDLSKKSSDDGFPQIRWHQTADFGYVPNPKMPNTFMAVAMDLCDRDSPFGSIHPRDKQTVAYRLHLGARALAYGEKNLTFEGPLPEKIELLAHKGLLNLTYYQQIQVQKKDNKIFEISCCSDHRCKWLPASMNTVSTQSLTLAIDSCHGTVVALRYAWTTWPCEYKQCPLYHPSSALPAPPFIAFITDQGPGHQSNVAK
DDE Tn6 FP inh – disrupts Tn6 cyclic peptide binding to fibrin D-Dimer-E complex | AID 720509 | inhibition, % at 8.3 µM | Fibrin DD(E) TRITC-Tn6 fluorescence polarization displacement | hit rate 0.21% among 370,000;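 active means inhibition above a per-campaign cutoff: mean of compounds within control limits plus 3 SD, cut at about 15% in these data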;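 further: 0% = median of all compound wells on the plate and 100% = blocking peptide control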
LEDGF integ inh – blocks HIV-1 LEDGF/p75-dependent DNA integration | hit rate 0.64% among 370,000 | inhibition, % at 3.7 µM | TR-FRET IN-LEDGF/p75 DNA integration, Eu/Cy5;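 active means inhibition above the screen-wide mean plus 3 SD, cut at about 13% in these data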;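 further: signal is the Cy5 over europium emission ratio at 671 and 618 nm; 0% = plate median of compound wells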
DDE Tn7 FP inh – disrupts Tn7 cyclic peptide binding to fibrin D-Dimer-E complex; P02675; inhibition, % at 8.3 µM; hit rate 0.13% among 370,000; FP displacement of FITC-Tn7 peptide from fibrin DD(E); 0% = median of compound wells per plate;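 active means inhibition above the mean of compounds falling within the control limits plus 3 SD of them, cut at about 14% in these data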;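 further: 0% = plate median of compound wells and 100% = 10 µM Aha-Tn7 peptide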
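system = human fibrin DD(E) protein | quantity = DD(E) 2 µM final | medium = Tris/NaCl/CaCl2 buffer, pH 7.8 | also added = labelled Tn7 tracer, 0.1 µM | compound dosing = single point at 8.3 µM | timing = compound with protein 10 min, then 3 h after probe, room temperature | signal = FP measurement | benchmarks = Aha-Tn7 high control | repeats = one replicate per compound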
Starred values were filed as active, the others as inactive; x = not tested or not shown.

Each structure is followed by: PRMT1 inh	TDP2 absorb	proKLK7 act	MBD2 DNA inh	DDE Tn7 FP inh	LEDGF integ inh	SIAE primary	TCR CD3 inh	DDE Tn6 FP inh	UHRF1 MBD2 ctr
Cc1[nH]c2ccccc2c1C1(O)C(=O)N(C(C)C)c2ccccc21 (stereo unspecified)
    1	-2	1.2	2	-6	-4	17	1	-7	3
COc1ccccc1C(=O)c1c(C)c(CCC#N)n2ccccc12
    3	3	0.2	4	-6	-1	5	0	10	0
COc1ccccc1OCC(=O)Nc1cc(Cl)ccc1N1CCCCC1
    -4	6	0.6	3	-4	3	3	-3	10	0
COc1ccc(NC(=O)Cn2c(=O)n(-c3ccccc3)c(=O)c3sccc32)c(OC)c1
    -6	-22	-0.2	-2	4	0	7	2	-3	1
CCn1c(N2CCN(C(=S)NCCc3ccccc3)CC2)nc2ccccc21
    -1	-13	0.2	2	-5	-1	3	1	4	-4
O=C(CCC(=O)c1ccc(Oc2ccccc2)cc1)Nc1ccc(C(=O)O)cc1
    0	7	0.0	4	7	-4	1	-2	2	4
CCOc1nc(C)ccc1-c1noc(-c2cccnc2)n1
    -2	-13	-0.1	-1	-4	4	-2	-8	1	0
CCOC(=O)Nc1ccc(NC(=O)c2c(OC)cccc2OC)cc1
    -1	-4	-0.1	-1	-10	3	-2	4	-2	0
CC(C)c1ccc(NC(=O)C(c2ccccc2)N2CCN(C=O)CC2)cc1 (stereo unspecified)
    0	-9	0.6	1	3	-3	-3	10	3	-1
CCN(CC)S(=O)(=O)c1cc(NS(=O)(=O)c2cccc(C(=O)O)c2)ccc1C
    2	5	0.4	-1	-2	9	1	5	0	0
CC1(C)CC(N=C2C([N+](=O)[O-])=CC=C3C2=NC2(CCCCC2)N3O)CC(C)(C)N1
    0	12	0.3	-17	-2	26*	7	5	9	-16
Cc1nn(C)c(C)c1CNC(=O)/C=C/c1ccccc1F
    -2	-6	0.7	1	-3	0	5	6	0	-4
O=C(COC(=O)C1CCN(C(=O)Nc2ccccc2)CC1)NCC(F)(F)F
    -3	-9	-0.5	-2	-2	2	8	16	8	1
Cc1nc(-c2ccccc2)sc1C(=O)CSc1ccc(Br)cc1
    2	-5	0.2	1	2	-1	1	2	-1	5
O=C(NCC(F)(F)F)c1ccc(S(=O)(=O)Nc2ccccc2N2CCCC2)cc1
    2	-2	-0.4	-6	-6	-14	-8	0	2	2
CCC1(C)Cc2c(sc3nc(SC)nc(NCCN(C)C)c23)CO1 (stereo unspecified)
    -4	-2	1.1	-3	-3	1	2	5	6	1
COC(=O)Cc1ccc(NC(=S)NCCSc2ccc(Cl)cc2)cc1
    2	4	-0.1	-4	4	1	8	4	-3	-1
Cc1cc(Nc2ccccc2)nc(N2CCN(C(=O)c3ccc4c(c3)OCO4)CC2)n1
    -2	1	0.4	0	-2	-3	0	-1	8	0
COc1ccc(C(NC(=O)C2CCN(CCOc3ccc(Cl)cc3)CC2)c2cccs2)cc1 (stereo unspecified)
    -6	5	0.3	-8	3	0	3	-2	-8	-2
CC(C)(C)CNC(=O)c1ccc2c(c1)S(=O)(=O)c1cc(Cl)ccc1C2=O
    -4	0	-0.2	3	4	-1	2	2	1	-2
CCCCn1nc(C(=O)Nc2nc3c(s2)CCCC3)c2ccccc2c1=O
    -2	-4	0.2	0	0	0	1	-3	-10	-1
O=C(NCc1ccco1)c1ccc(Oc2ccccc2)cc1
    1	5	0.6	2	8	1	2	4	0	0
Cc1ccc(CC(CC(=O)Nc2cccc(C(F)(F)F)c2)C(=O)O)cc1 (stereo unspecified)
    -3	5	0.1	-3	-6	1	-3	1	-3	-1
COc1ccc(NC(=O)Nc2ccc(F)cc2)c(C)c1
    1	5	-0.5	-4	1	0	-2	4	-8	0
COc1ccc(-c2ncncc2-c2csc(C)n2)c(O)c1OC
    1	1	-0.3	2	-1	-3	2	3	2	2
COc1ccc(C2/C(=C(/O)c3ccc(C)cc3)C(=O)C(=O)N2c2ccccn2)cc1 (stereo unspecified)
    2	2	1.0	0	5	-2	-9	9	7	-2
c1ccc(-c2c[nH]c3cccc(C4CCCCC4)c23)cc1
    3	4	-0.3	8	-3	-3	8	x	-2	0
O=C(c1cccc(Br)c1)N1CCN(S(=O)(=O)N2CCCCC2)CC1
    -2	-2	0.4	-2	-10	0	-5	5	-1	1
CS/C(Nc1cc(Cl)ccc1Cl)=C(/C#N)C(=O)c1ccco1
    6	8	-0.1	7	-5	0	-33	-8	-6	-1
CC(C)OCCCNC(=O)C(NC(=O)c1ccc(Cl)cc1)C(C)C (stereo unspecified)
    1	7	-0.1	-3	-4	0	0	1	4	-1
CCc1cc(C(=O)OC)c(NC(=O)CC2NCCNC2=O)s1 (stereo unspecified)
    -1	-3	0.0	-4	0	-2	-4	1	2	-3
C/C(=N/NC(=O)C1CCCN1C(=O)c1ccc([N+](=O)[O-])cc1)c1ccc(Br)cc1 (stereo unspecified)
    -1	6	0.6	2	-6	3	-12	-2	4	1
COCCN(C(=O)c1csnn1)C(C(=O)NC1CCCCC1)c1ccccc1 (stereo unspecified)
    -2	-6	-0.8	-3	6	-3	2	3	0	-1
COc1cccc(N2CC(C)Cn3c2nc2c3c(=O)n(CCN3CCOCC3)c(=O)n2C)c1 (stereo unspecified)
    -6	-13	-0.9	-4	-3	-1	-3	5	-1	2
Cc1ccc(CNC(=O)c2ccc(N3CCCC3=O)cc2)cc1
    0	-6	0.1	-5	3	0	7	3	3	-3
Cc1ccc(Cn2cc(CN(C(C)(C)C)S(=O)(=O)c3ccccc3Br)nn2)cc1
    1	1	-0.2	0	2	-2	1	x	-3	-3
CC(C)N(CCCNC(=O)C1CCN(C(=O)c2cc3sccc3n2C)CC1)Cc1ccccc1
    -2	8	-0.4	1	2	-5	0	9	4	0
CCc1ccc(-c2nc(CN3CCCC(C(=O)O)C3)c(C)o2)cc1 (stereo unspecified)
    -4	9	-0.2	-1	3	4	4	-5	-4	-3
Cc1cc2c(cc1C)C(c1cccc([N+](=O)[O-])c1)CC(=O)N2 (stereo unspecified)
    3	5	-0.3	3	14*	-2	-8	-1	-3	2
O=C1CCCN1CCCNC(=S)Nc1ccc(Br)cc1Cl
    5	7	0.0	3	-3	-5	4	2	-4	-1
Cc1ccc(S(=O)(=O)N(C)C)cc1NC(=O)Nc1ccccc1F
    7	-3	0.2	5	6	0	-8	-3	-10	13
COc1ccc(OC)c(CN2CCC(N3CCC(C(=O)NC4CC4)CC3)CC2)c1
    -3	-1	0.3	0	-5	1	5	10	-2	0
Cc1ccc(NP(=O)(c2ccc(N(C)C)cc2NC(=O)c2cccs2)N2CCOCC2)cc1 (stereo unspecified)
    -1	-7	-0.5	-6	4	0	9	2	-2	2
COc1cc(/C=C2\CCC(C3CCCC3)C2=O)ccc1OC(C)C (stereo unspecified)
    1	6	-0.7	-6	0	-3	1	4	5	-2
Cc1ccc(NC(=O)Cc2nnc(SCC(=O)c3ccc(Br)cc3)n2C)cc1Cl
    -1	18	1.0	-3	3	-1	5	4	6	-3
CCOC(=O)N/N=C(C)/C=C/c1ccco1
    0	-2	0.3	0	3	-5	2	4	4	-2
CCCCCN(C(=O)CCC(=O)OCC(=O)N1CCC(C)CC1)c1c(N)n(CCCC)c(=O)[nH]c1=O
    0	3	-0.1	-1	-3	-1	2	-6	-3	2
COc1ccc(CCCNC(=O)C2Cc3c(-c4ccc5c(c4)OCO5)ccnc3O2)cc1 (stereo unspecified)
    -2	-13	0.7	2	-1	-1	0	-3	-3	-1
C/C=C(\C)C(=O)NCCN1C2=NC[C@H](C)N2C[C@@H]1Cc1ccc(OC)cc1
    0	-5	0.0	2	4	3	3	5	7	1
Cc1cc2c(ncn2C)c(NS(=O)(=O)c2ccc(Cl)cc2)c1C
    -2	-1	0.1	0	0	1	2	14	0	-3
Cc1ccc(S(=O)(=O)N2CCN(C(=O)COC(=O)c3ccccc3Cl)CC2)c(C)c1
    -1	-12	-0.5	-6	-4	1	0	4	2	-3
CCCCOc1ccc(C(=O)N/C(=C/C=C/c2ccccc2)C(=O)NC)cc1
    2	-7	-0.9	1	5	1	-2	-2	1	3
NCCCC[C@@H]1NC(=O)c2cc([N+](=O)[O-])cc(F)c2NCCCC[C@@H](C(N)=O)NC(=O)[C@H](CCC(N)=O)NC1=O
    -2	5	0.5	-6	2	3	3	-1	-4	1
CC(NCc1cc(Br)ccc1OCC(=O)NCc1ccccc1)c1ccccc1 (stereo unspecified)
    -5	-8	-0.5	6	7	2	2	2	-5	-1
Cc1cc(NC(=O)C(C)SCC(=O)Nc2ccccc2OC(F)F)no1 (stereo unspecified)
    -2	4	0.0	1	-13	-2	2	11	-11	-2
O=C(CNC(=S)NC(=O)c1ccccc1)c1ccccc1
    -5	2	-1.0	-3	-7	1	2	13	1	1
